# Assay outcomes as filed in PubChem.
# M. tuberculosis: growth inhibition of non-replicating M. tuberculosis (AID 488890); Mycobacterium tuberculosis non-replicating, growth inhibition; higher % means a stronger effect; 320,000 compounds, 0.39% hits; inhibition, % at 25 µM; hits with a dose series show IC50 in µM; in the data active means a potency from the dose series; inconclusive means inhibition mostly from about 82% at the one dose, without a potency; inactive means the rest, 99 in 100 with inhibition below about 76%;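 further: plate controls were DMSO cells for no effect and high antibiotic wells for full effect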
# PhoP GFP inhibition: PhoP regulon inhibitors, Salmonella typhi PhoP promoter GFP reporter, confirmatory (AID 1850). Salmonella Typhi PhoP-promoter GFP reporter, fluorescence, 4 h; higher % means a stronger effect. 310,000 compounds, 0.33% hits. inhibition, % at 50 µM, or IC50 in µM where a hit was titrated; in the data active means a potency from the dose series; inconclusive means inhibition mostly from about 25% at the one dose, without a potency; inactive means the rest, 99 in 100 with inhibition below about 19%;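 further: 0% = induced wells with vehicle and 100% = uninduced wells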
# H1N1 NS1A inhibition: H1N1 influenza NS1A inhibitors, functional cell based assay (AID 504329) | NS1A functional cell-based assay, percent inhibition; higher % means a stronger effect | inhibition, % at 12.5 µM, or IC50 in µM where a hit was titrated | 340,000 compounds, 0.3% hits; in the data active means a potency from the dose series; inconclusive means inhibition above about 27% without an active follow-up result; further: strong numbers were not always called active
# inhibitors of VEEV: inhibitors of VEEV TC-83 cytopathic effect, confirmation, Vero cells (AID 588727); Vero cells, VEEV TC-83 cytopathic effect inhibition; higher % means a stronger effect; inhibition, % at 20 µM, or IC50 in µM where a hit was titrated; 350,000 compounds, 0.13% hits; in the data active means a potency from the dose series; inconclusive means inhibition mostly from about 14% at the one dose, without a potency; inactive means the rest, 99 in 100 with inhibition below about 12%; further: strong numbers were not always called active
# M. tuberculosis HTS: M. tuberculosis growth inhibition, HTS (AID 449762); M. tuberculosis H37Rv growth inhibition, 7H9 media; higher % means a stronger effect; inhibition, % at 25 µM, or IC50 in µM where a hit was titrated; 330,000 compounds, 0.59% hits; in the data active means a potency from the dose series; inconclusive means inhibition above about 70% without an active follow-up result;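 further: bacterial growth assessed after seven days of incubation; strong numbers were not always called active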
# inhibitors of VEEV 10K pilot screen: second read-out of inhibitors of VEEV, no call of its own (marks repeat the call); inhibition, %; measured here: 10K pilot screen inhibition
# Starred values were filed as active, the others as inactive; i = inactive; ? = inconclusive; · = not tested or not shown. An unsorted share of the library, and some 1.6% of all compounds hit somewhere here.
SMILES,M. tuberculosis,PhoP GFP inhibition,H1N1 NS1A inhibition,inhibitors of VEEV,M. tuberculosis HTS,others
N/C(=N\OC(=O)Cc1ccccc1)c1ccc(Br)cc1,73.4%,-1.2%,-7.1%,1.5%,-10.2%,
O=C(CCCn1c(=S)[nH]c2ccccc2c1=O)NCc1ccco1,-5.2%,-7.9%,1.1%,5.5%,1.0%,
CCN(CC(=O)NCCCn1ccnc1)S(=O)(=O)c1ccc(C)cc1,-2.3%,-1.4%,9.6%,1.1%,-2.9%,
CCCCn1c(=O)c(CCC(=O)O)nc2ccccc21,-0.6%,9.6%,13.7%,3.8%,-0.5%,
CCOC(=O)c1cnc(SCC#N)nc1N,5.4%,16.7%,-10.1%,0.9%,3.6%,
O=C(CCNS(=O)(=O)c1ccc(Cl)cc1)N1CCC2(O)CCCCC2C1 (stereo unspecified),-5.8%,-4.7%,-0.4%,1.2%,-2.5%,
Cc1ccc(N=CC2=C(O)CC(c3ccco3)CC2=O)cc1 (stereo unspecified),9.3%,-13.0%,-1.3%,i,-6.2%,
CN(C)CC[C@@H](c1ccc(Cl)cc1)c1ccccn1,-5.3%,-19.0%,6.0%,0.6%,-6.2%,
CCOc1cc(CNc2ccc(O)cc2)cc(Br)c1OCc1ccccc1F,50.0%,0.0%,3.4%,5.9%,4.5%,
CCCn1nc(C(=O)NNC(=O)CCOc2ccccc2OCC)c2ccccc2c1=O,-19.6%,1.7%,-15.3%,7.6%,-5.3%,
COc1ccc(/C=C2\SC(=S)N(CCC(=O)N(CCO)c3ccccc3)C2=O)cc1OC,2.0%,3.8%,-2.2%,i,3.7%,
C(=N\n1cnc2ccccc21)/c1cccnc1,-17.5%,-11.8%,-0.4%,3.5%,-7.1%,
COc1ccc(N2C(=O)/C(=C/c3ccc([N+](=O)[O-])cc3)N=C2C)c(OC)c1,7.4%,-1.8%,-3.3%,1.2%,-0.1%,
O=C(COC(=O)c1ccc(S(=O)(=O)N2CCOCC2)cc1)NC1CCCCCCC1,-2.9%,15.0%,-24.4%,0.0%,3.7%,
Cc1c(C)n(C)c2ccc(C(=O)NCCCN3CCN(c4ccc(F)cc4)CC3)cc12,64.1%,12.9%,20.1%,0.6%,36.5%,
CN(CCO)C(=O)C1CCN(c2ncc(C(F)(F)F)cc2Cl)CC1,-1.9%,6.7%,-2.9%,0.8%,-9.4%,
Cn1c(C(=O)NCCCN2CCCCCC2)cc2c(=O)n(C)c3ccccc3c21,45.4%,5.9%,3.7%,0.5%,-4.6%,
Cc1ccc(NC(=O)CCS(=O)(=O)c2cc3c(cc2Cl)NC(=O)CO3)cc1,1.6%,-1.0%,5.9%,3.6%,0.1%,
CC(OC(=O)c1ccc2c(=O)n3c(nc2c1)CCCCC3)C(=O)Nc1ccc(Cl)cn1 (stereo unspecified),3.69µM*,-8.5%,-4.9%,1.1%,?,
CCOc1cc(C2c3c(n[nH]c3C)C(=O)N2c2ccc(Br)cc2)ccc1O (stereo unspecified),9.4%,12.9%,14.7%,2.2%,4.9%,
COCC(=O)N(C)[C@H]1C[C@H]2c3cc(-c4ccccc4)ccc3CCN2C(=O)[C@H]1[C@H](C)O,·,·,-5.7%,i,·,
O=c1cc(-c2ccccc2)[nH]c2ccc(F)cc12,1.9%,-9.7%,-26.5%,10.0%,-4.1%,
CCc1ccc(-c2nc3ccc(Br)cc3c(C(=O)O)c2C)s1,5.8%,9.3%,1.3%,4.3%,3.2%,
COc1ccc(S(=O)(=O)c2ccc(OC)c(OC)c2)cc1OC,-8.1%,12.7%,-9.6%,1.4%,-3.5%,
CCCCNC(=O)CCN1N=C(c2ccccc2)CCC1=O,0.9%,5.1%,-2.1%,1.2%,-4.2%,
O=C(c1ccccc1)N(Nc1ccccc1)c1ccccc1,35.1%,-5.3%,-0.6%,i,-9.3%,
CC(=O)C1=C(O)C(=O)N(CCCn2ccnc2)C1c1ccc(Br)cc1 (stereo unspecified),-0.7%,-1.0%,-4.3%,0.1%,8.3%,
O=C(Cc1ccc(Cl)cc1Cl)OCC(=O)c1ccc[nH]1,73.6%,-2.4%,-3.7%,8.8%,-9.8%,
Cc1cccc(NC(=O)COc2cccc3c2CCN(C)C3=O)c1,58.8%,1.1%,3.1%,i,10.5%,
CCCCN(CC)CCCNC(=O)c1cn(C)c2ccc(S(=O)(=O)N(C)C3CCCCC3)cc2c1=O,9.7%,-2.1%,-0.4%,i,2.7%,
NC(=O)CC(NC(=O)Cc1ccc(Br)cc1)c1ccc(NC2CCCCCC2)c([N+](=O)[O-])c1 (stereo unspecified),-12.4%,-3.6%,0.6%,2.2%,16.5%,
Cc1ccc(S(=O)(=O)N(C)CC(=O)O/N=C(\N)c2ccc([N+](=O)[O-])cc2)cc1,21.4%,-8.4%,0.2%,2.3%,7.9%,
CCOc1ccc(S(=O)(=O)NCc2cccnc2)cc1C,1.8%,11.4%,-1.4%,0.2%,?,
CC(NC(=O)c1ccnc(C(C)(C)C)c1)c1ccccc1 (stereo unspecified),0.7%,15.2%,2.5%,i,-17.0%,
COc1cccc(C(c2nnnn2Cc2ccco2)N2CCN(c3cccc(C)c3C)CC2)c1OC (stereo unspecified),0.2%,4.2%,-0.5%,i,10.5%,inhibitors of VEEV 10K pilot screen=0.1
Cc1ccc(C)c(NC(=O)CN(C)C(=O)c2cccc(-n3cccc3)c2)c1,7.0%,3.0%,-2.4%,2.4%,2.2%,
O=C(NCCCn1ccnc1)/C(=C\c1ccccc1Cl)NC(=O)c1ccccc1,6.6%,-5.8%,13.8%,2.4%,0.1%,
O=C(Nc1cc([N+](=O)[O-])ccc1F)c1ccc2c(c1)OCCO2,1.6%,-11.1%,8.3%,i,10.0%,
CNC(C)C#Cc1ccc2sc3cccc(OC)c3c(=O)c2c1 (stereo unspecified),57.9%,-2.8%,-3.1%,4.8%,2.0%,inhibitors of VEEV 10K pilot screen=5.3
CC(=O)N1CCN(C(=S)NC(=O)c2ccc(F)cc2)CC1,14.4%,·,0.5%,i,-5.1%,
Cc1ccc(CN(C)C(=O)COC(=O)CSc2ccc(C(N)=O)cc2[N+](=O)[O-])cc1,0.6%,1.3%,-2.2%,i,0.7%,
COCCn1c(=O)[nH]c(=O)c2cc(C(=O)c3cc(Cl)ccc3O)cnc21,21.3%,8.6%,14.9%,6.7%,-0.9%,
CCC[N+](CC#Cc1ccccc1)(CCC)CC(=O)OC,-18.6%,-5.1%,18.5%,i,0.6%,
CC(=O)Nc1sc(C)c(C)c1C(=O)OCC(=O)Nc1cc(S(=O)(=O)N2CCCCC2)ccc1Cl,2.7%,5.0%,14.1%,i,-4.7%,
COc1cc(C)ccc1OCCCOc1cc(C)ccc1Cl,9.7%,5.8%,-8.9%,2.6%,-5.7%,
Cc1ccnc(NC(=O)c2ccc3c(c2)C(=O)N(CCC(C)C)C3=O)c1,35.3%,-5.3%,-7.6%,3.7%,22.3%,
CCN1CC(CN(C)Cc2nc(-c3ccc(Cl)cc3)no2)CC1=O (stereo unspecified),24.0%,19.8%,1.6%,7.3%,-4.3%,
Cc1ccc(S(=O)(=O)NCc2ccc(C(=O)NCCc3ccc(S(N)(=O)=O)cc3)cc2)cc1,-7.2%,-11.2%,18.2%,i,9.1%,
CC(=O)c1ccc(N2CCN(C(=S)Nc3cccc(Cl)c3)CC2)cc1,33.5%,-0.5%,-0.6%,0.9%,11.3%,
Cn1ncc(Cl)c1C(=O)N1CCN(C23CC4CC(CC(C4)C2)C3)CC1,-6.9%,4.5%,12.5%,1.2%,-2.3%,
CCOC(=O)C1=C(COC(=O)/C=C/c2cccc([N+](=O)[O-])c2)NC(=O)NC1C (stereo unspecified),11.9%,5.6%,-4.1%,10.1%,32.7%,
COc1cccc(C2C3=C(CC(C)(C)CC3=O)OC(N)=C2[N+](=O)[O-])c1 (stereo unspecified),27.3%,-1.5%,-2.1%,0.6%,2.9%,
Cc1cccc(NC(=O)Cn2cc(C(=O)C3CC3)c3ccccc32)c1C,3.7%,-17.7%,0.1%,i,-0.2%,
CC(=O)c1c(C)[nH]c(C(=O)CN2C(=O)NC(C)(c3ccc4c(c3)OCCO4)C2=O)c1C (stereo unspecified),7.4%,7.9%,-3.1%,8.1%,-0.8%,
Brc1ccc(-c2nnc3n2C2(CCCC2)Cc2ccccc2-3)o1,34.9%,-2.1%,7.9%,6.0%,2.7%,
CN(C)S(=O)(=O)N1CCc2ccccc21,-2.8%,5.1%,5.8%,2.6%,-8.2%,
O=C(CCNc1n[nH]c(=O)[nH]c1=O)N/N=C\c1ccc(Br)cc1,3.1%,2.9%,13.5%,i,-3.2%,
CCOC(=O)C1CCN(Cc2cccc(OCc3ccccc3)c2)CC1,67.4%,-2.9%,0.7%,1.4%,-0.3%,
Cc1ccccc1-n1nc2c(c1NC(=O)COc1ccc(Cl)cc1)CS(=O)C2 (stereo unspecified),·,·,-16.2%,i,1.5%,
COc1cc(CNCCCN2CCOCC2)cc(Br)c1OCC(=O)N1CCCCC1,-11.1%,6.5%,3.4%,1.2%,5.2%,

# Overlap with the part before: three entries; new compounds follow.
SMILES,M. tuberculosis,PhoP GFP inhibition,H1N1 NS1A inhibition,inhibitors of VEEV,M. tuberculosis HTS,others
CCOC(=O)C1CCN(Cc2cccc(OCc3ccccc3)c2)CC1,67.4%,-2.9%,0.7%,1.4%,-0.3%,
Cc1ccccc1-n1nc2c(c1NC(=O)COc1ccc(Cl)cc1)CS(=O)C2 (stereo unspecified),·,·,-16.2%,i,1.5%,
COc1cc(CNCCCN2CCOCC2)cc(Br)c1OCC(=O)N1CCCCC1,-11.1%,6.5%,3.4%,1.2%,5.2%,
O=[N+]([O-])c1cccnc1Oc1ccc(C2SCCS2)cc1,34.6%,10.7%,-13.3%,3.9%,66.1%,
O=C(Nc1ccccc1)c1cccc(S(=O)(=O)N2CCCCC2)c1,7.9%,8.2%,2.8%,3.1%,-12.5%,
Cc1cc(Sc2nccn2C)ncc1[N+](=O)[O-],1.4%,-4.3%,-16.9%,0.3%,3.1%,
COc1cc(C=NNC(=O)Cn2nc(C)cc2C)ccc1OC(=O)C1CC1,8.5%,·,-6.0%,1.9%,3.5%,
COc1ccc(N2CC(C(=O)Nc3ccc(S(=O)(=O)Nc4nccs4)cc3)CC2=O)c(OC)c1 (stereo unspecified),73.8%,·,-3.0%,1.9%,4.3%,
CCC(C)(C)C(=O)Nc1ncc(S(=O)(=O)c2ccc([N+](=O)[O-])cc2)s1,39.2%,-3.2%,5.8%,0.4%,65.1%,
CC(C)(C)NC(=O)C(=O)NN=C1CCCCCC1,-9.5%,2.0%,-2.8%,0.8%,-1.7%,
CCN1CCN(S(=O)(=O)c2ccc(OC)c(NC(=O)c3ccccc3F)c2)CC1,-18.5%,10.3%,-0.7%,i,-5.0%,
O=C(Nc1ccc(CN2CCOCC2)cc1)c1cc2ccccc2o1,3.8%,8.1%,-0.2%,i,1.6%,
CCOc1ccc(NC(=O)CSc2nc(NS(=O)(=O)c3ccc(C)cc3)cc(=O)[nH]2)cc1,·,·,-5.8%,4.1%,·,
O=C(Nc1ccc(Nc2ccccc2)cc1)c1ccc(Cl)cc1,20.8%,12.2%,-17.8%,1.4%,-2.3%,
COc1ccc2oc(C(=O)N3CCc4ccccc43)c(C)c2c1,18.1%,-11.9%,-11.0%,5.2%,7.2%,

# Filtered by structure: the entries above with two or more sulfur atoms (7)
SMILES,M. tuberculosis,PhoP GFP inhibition,H1N1 NS1A inhibition,inhibitors of VEEV,M. tuberculosis HTS,others
COc1ccc(/C=C2\SC(=S)N(CCC(=O)N(CCO)c3ccccc3)C2=O)cc1OC,2.0%,3.8%,-2.2%,i,3.7%,
CC(=O)Nc1sc(C)c(C)c1C(=O)OCC(=O)Nc1cc(S(=O)(=O)N2CCCCC2)ccc1Cl,2.7%,5.0%,14.1%,i,-4.7%,
Cc1ccc(S(=O)(=O)NCc2ccc(C(=O)NCCc3ccc(S(N)(=O)=O)cc3)cc2)cc1,-7.2%,-11.2%,18.2%,i,9.1%,
O=[N+]([O-])c1cccnc1Oc1ccc(C2SCCS2)cc1,34.6%,10.7%,-13.3%,3.9%,66.1%,
COc1ccc(N2CC(C(=O)Nc3ccc(S(=O)(=O)Nc4nccs4)cc3)CC2=O)c(OC)c1 (stereo unspecified),73.8%,·,-3.0%,1.9%,4.3%,
CCC(C)(C)C(=O)Nc1ncc(S(=O)(=O)c2ccc([N+](=O)[O-])cc2)s1,39.2%,-3.2%,5.8%,0.4%,65.1%,
CCOc1ccc(NC(=O)CSc2nc(NS(=O)(=O)c3ccc(C)cc3)cc(=O)[nH]2)cc1,·,·,-5.8%,4.1%,·,
